Source: PubChem BioAssay (National Center for Advancing Translational Sciences (NCATS))
RXFP1 agonist: RXFP1 (human) receptor agonism. Q9HBX9. HEK293T-RXFP1 cAMP TR-FRET, 30 min; response scale: percent of porcine relaxin response, buffer zero. Potency, µM (doses to about 57.5 µM), for the others: at the top dose activation, actives largely listed as activators. 370,000 tested, 0.3% active. AID 2676; further: potency means the concentration at half of the fitted maximal effect; on the % scale 0 is the no-effect control and ±100 the full control effect; nearly all actives have a fitted effect of over 60% in size; many of its hits are not listed in these tables
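Agonist response is measured as cAMP accumulation in an RXFP1-transfected HEK293T line under PDE4 inhibition. Values are scaled between buffer-only and 29 nM porcine relaxin, and EC50s come from standard Hill equation fits.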
USP1-UAF1 inh: blocks the human USP1/UAF1 deubiquitinase complex; recombinant USP1/UAF1, Ub-Rhodamine cleavage fluorescence; Potency, µM (series often up to 57.1 µM), for inactives: at the top dose activity change, negative = inhibition, actives largely listed as inhibitors; O94782; 390,000 tested, 0.23% active; AID 743255; further: potency means the concentration at half of the fitted maximal effect; on the % scale 0 is the no-effect control and ±100 the full control effect; nearly all actives have a fitted effect of over 60% in size; inactives centre near -12
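USP1/UAF1 complex at 1 nM was preincubated with compound for 15 min at room temperature, then Ub-Rho substrate (150nM final) was added. Fluorescence (480/540 nm) was read kinetically, 6 reads every 60 seconds.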
TrxR1 substrate: rat thioredoxin reductase 1 substrate activity | 390,000 tested, 0.01% active | Potency, µM (highest dose often 114 µM), for inactives: at the top dose activity change, negative = substrate turnover | purified TrxR1 substrate turnover, NADPH consumption readout | O89049; further: potency means the concentration at half of the fitted maximal effect; on the % scale 0 is the no-effect control and ±100 the full control effect; nearly all actives have a fitted effect of over 50% in size
Target sequence (O89049 whole entry, looked up): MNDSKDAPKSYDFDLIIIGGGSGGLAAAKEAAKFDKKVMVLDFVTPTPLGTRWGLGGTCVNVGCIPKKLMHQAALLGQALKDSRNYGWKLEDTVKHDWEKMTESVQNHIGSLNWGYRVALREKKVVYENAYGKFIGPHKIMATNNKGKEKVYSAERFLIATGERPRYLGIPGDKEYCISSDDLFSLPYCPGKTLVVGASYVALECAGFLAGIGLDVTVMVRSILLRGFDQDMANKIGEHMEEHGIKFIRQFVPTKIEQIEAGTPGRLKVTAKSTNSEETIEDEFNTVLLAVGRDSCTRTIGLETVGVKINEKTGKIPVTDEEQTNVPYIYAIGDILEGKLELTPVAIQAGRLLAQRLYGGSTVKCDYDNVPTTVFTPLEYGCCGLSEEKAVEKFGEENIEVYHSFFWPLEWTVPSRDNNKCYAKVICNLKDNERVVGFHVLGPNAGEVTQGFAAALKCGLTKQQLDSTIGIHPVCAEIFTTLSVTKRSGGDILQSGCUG
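Rat TrxR1, dispensed at 90 nM, was prereduced with 400 uM NADPH (final) for 5 min at ~22 deg C, then incubated with compound 15 min before 400 uM selenite. A first-read NADPH fluorescence drop versus no-compound background flagged substrates.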
Vif-APOBEC3F blk: blocks the Vif interaction with APOBEC3F; HeLa A3F-eYFP + Vif (tagged APOBEC3F with the HIV-1 protein that degrades it), YFP fluorescence increase; Potency, µM (titrated, usually from 46.1 µM), without a hit: at the top dose activity, negative = active; 390,000 tested, 0.2% active; further: potency means the concentration at half of the fitted maximal effect; % of control where 0% means no effect; nearly all actives have a fitted effect of over 65% in size
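HeLa cells stably expressing A3F-eYFP plus Vif, plated and incubated overnight at 37 deg C, then exposed to compounds overnight at 37 deg C. Blocked degradation read as raised yellow fluorescence (Ex 488/Em 500-530).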
Vif-A3G inh: blocks the Vif interaction with human APOBEC3G; AID 602310; Q9HC16; Potency, µM (titrated, usually from 46.1 µM), for the others: at the top dose activity, negative = active, actives largely listed as inhibitors; 410,000 tested, 0.076% active; HeLa A3G-eYFP + Vif (tagged APOBEC3G with the HIV-1 protein that degrades it), YFP fluorescence, overnight;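 further: potency means the concentration at half of the fitted maximal effect; on the % scale 0 is the no-effect control and ±100 the full control effect; nearly all actives have a fitted effect of over 60% in size; hits raise eYFP signal because A3G escapes Vif-driven loss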
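Read-out is eYFP fluorescence (Ex 488/Em 500-530) from Vif-expressing HeLa A3G-eYFP cells; more signal means A3G escaped Vif-mediated degradation. Cells plated overnight, compound pinned in, incubated overnight at 37 deg C.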
Glioma ERSR ind: induces the endoplasmic reticulum stress response in human glioma cells | U87-MG GRP78 promoter luciferase reporter, 16 h | Potency, µM, for the others: at the highest dose activation, most hits filed as activators | 420,000 tested, 0.02% active; further: potency means the concentration at half of the fitted maximal effect; series mostly up to about 76 µM; % of control where 0% means no effect; nearly all actives have a fitted effect of over 35% in size
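Stably transfected U87-MG glioma cells carrying a GRP78-based luciferase sensor; 16 h compound incubation. Luminescence end-point read 10 min after Bright-Glo addition at room temperature.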
PI4K2A inh: blocks human PI4K2A kinase activity. Q9BTU6. purified PI4K2A, ADP-Glo luminescence, 1 h; active compounds read low. activity change, negative = inhibition, % at 76.9 µM. 420,000 tested, 0.13% active; in the data active means activity change below about -50%; inconclusive means mostly about -30% to -49%;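 further: -100% = wells without enzyme as full effect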
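Compounds are screened against recombinant PI4K2A using PI as substrate and ATP, the latter dispensed at 300 microM. Reactions run one hour at ambient temperature before ADP-Glo detection; full inhibition defined by wells lacking enzyme.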
LDHA block: inhibitors of human lactate dehydrogenase A; P00338; purified LDHA, NADH/diaphorase-resazurin fluorescence; active compounds read low; activity change, % (values are at about 110 or 230 µM); 480,000 tested, 0.15% active; AID 1347041; in the data active means activity change below about -30%; inconclusive means mostly about -25% to -30%;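 further: plate controls were DMSO wells for no effect and wells without enzyme for full effect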
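Enzyme activity of human lactate dehydrogenase 5 (2 nM; 0.06 mM NADH, 0.2 mM pyruvate, 5 min, RT) is measured via a resazurin/diaphorase fluorescence readout of residual NADH.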
IDH1 R132H inh: blocks human mutant IDH1 R132H enzyme; O75874; IDH1-R132H enzyme, NADPH consumption, diaphorase/resazurin fluorescence; Potency, µM (series often up to 76.6 µM), without a hit: at the highest dose activity change, negative = inhibition, most hits filed as inhibitors; 390,000 tested, 0.093% active; AID 602179; further: potency means the concentration at half of the fitted maximal effect; on the % scale 0 is the no-effect control and ±100 the full control effect; nearly all actives have a fitted effect of over 65% in size
Target sequence (O75874 whole entry R132H, stated change not applied): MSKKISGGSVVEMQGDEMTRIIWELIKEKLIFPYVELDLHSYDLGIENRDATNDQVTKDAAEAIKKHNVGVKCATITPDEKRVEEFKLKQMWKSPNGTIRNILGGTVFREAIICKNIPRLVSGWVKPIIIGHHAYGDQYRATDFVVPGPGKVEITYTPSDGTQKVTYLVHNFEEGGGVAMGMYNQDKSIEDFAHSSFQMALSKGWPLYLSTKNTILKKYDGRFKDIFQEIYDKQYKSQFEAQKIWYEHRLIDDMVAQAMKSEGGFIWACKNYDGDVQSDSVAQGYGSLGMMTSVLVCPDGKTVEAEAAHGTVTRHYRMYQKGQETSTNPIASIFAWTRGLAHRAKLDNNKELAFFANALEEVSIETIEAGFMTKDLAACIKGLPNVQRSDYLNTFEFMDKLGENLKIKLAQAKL
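IDH1-R132H (0.5 ug/mL) preincubated 30 min with compound, then NADPH (0.016 mM) and alpha-KG (2 mM) added; 80 min at RT, pH 7.5. Remaining NADPH coupled via diaphorase/resazurin to fluorescence (540/590 nm); concentration-response curves normalized to no-enzyme control.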
* marks the source's active call; other numbers are inactive results; ? = inconclusive; . = not tested or not shown; & = joins results of further samples; [ ] = remark or other dose. Unless noted, the call rests on the fitted dose curve; in most records, active means well fitted curve in the direction sought with a large enough effect; inconclusive means small, poorly fitted or top-dose-only effect, or another doubt; inactive means no such curve, though single readings can be large; an effect the other way counts as inactive or inconclusive. This is a subset; count on the stated rates, not on these rows.

Every second line gives: RXFP1 agonist, USP1-UAF1 inh, TrxR1 substrate, Vif-APOBEC3F blk, Vif-A3G inh, Glioma ERSR ind, PI4K2A inh, LDHA block, IDH1 R132H inh
COc1ccccc1CNC(=O)CCn1c(=O)c2cccn2c2cccnc21
 : 0.6%, 2.2%, -4.1%, 0.3%, -5.9%, -1.4%, -1.1, -10.3, -7.9%
O=c1cc(-c2ccccc2Cl)oc2c(NS(=O)(=O)c3ccccc3OC(F)(F)F)ccc(O)c12
 : -1.0%, -32.4%, -6.1%[57.1 µM], -8.6%, -10.2%, -3.8%, -2.7, 2.5, 4.0%
Oc1ccccc1CN1CCC(C(O)(c2ccccc2)c2ccccc2)CC1
 : 3.7%, -18.6%, 2.8%, 1.8%, -7.8%, -5.3%, 5.5, -16.6, -7.3%
CCOC(=O)C1=C(C)N=c2s/c(=C\c3ccc(OC(C)=O)cc3)c(=O)n2C1/C=C/c1ccccc1 (configuration not stated)
 : 0.0%, -7.5%, -7.4%, 12.6%, -0.6%, -3.5%, 1.5, -8.3, 3.6%
O=C(Nc1ccc(N2CCOCC2)c(Cl)c1)c1cccnc1Cl
 : 0.1%, -20.1%, -4.1%, 11.5%, -1.0%, -1.1%, -0.3, -8.2, 14.9%
CCOP(=O)(OCC)C(NC(=O)/C=C/c1ccc(OC)cc1)c1ccccc1 (configuration not stated)
 : -1.2%, -12.1%, -1.7%, -11.3%, 1.7%, 0.4%, -0.4, -6.5, 2.9%
CCOC(=O)/C=C1\SCC(=O)N1Cc1ccc(Br)cc1
 : -0.4%, -24.7%, 4.8%[57.1 µM], -3.7%, -2.3%, -3.8%, 3.5, -4.2, -2.4%
Cc1cccc(NC(=O)CCc2c(C)nn(-c3ccc(N4CCOCC4)nn3)c2C)c1
 : 1.1%, -4.6%, -4.4%, 0.2%, 3.6%, 9.8%, 0.7, -3.3, 0.0%
CCOC(=O)C1=NN(C(=O)COc2ccccc2)C(O)(c2ccc(Cl)cc2)C1 (configuration not stated)
 : 0.4%, -5.6%, -10.2%, 2.0%, -4.0%, -3.5%, -2.4, -5.1, -1.1%
S=c1[nH]nc(Nc2ccc(Cl)cc2)s1
 : -0.2%, 2.6%, -3.3%, 0.7%, 1.8%, -5.1%, -4.4, -18.5, 11.5%
CCOC(=O)c1ccc(NC(=O)CSc2cc(-c3ccccc3)nc(C)n2)cc1
 : 0.3%, -25.6%, -6.3%, 2.7%, 0.5%, -1.2%, 1.7, -6.0, -13.6%
O=C(Nc1ccccc1Cl)N1CCN(C/C=C/c2ccccc2)CC1
 : 0.9%, 6.5%, -4.2%, -21.7%, 3.4%, -1.9%, -5.2, -6.7, 4.3%
O=C(CNC(=O)N1CC(=O)Nc2ccccc21)NCc1ccccc1Cl
 : -1.2%, -5.1%, -13.3%, -17.8%, 0.8%, -4.6%, -2.2, -12.2, -3.1%
CCOC(=O)CSc1nc2c(c(=O)n(C)c(=O)n2C)n1CCCc1ccccc1
 : 3.5%, -25.1%, -3.6%, -0.3%, -0.3%, -2.9%, 9.4, -7.5&-6.6, 4.6%
Cc1cccc(C(=O)N(C(=O)c2cccc(C)c2)N(C)C)c1
 : ., -9.2%, -3.8%, -3.7%, 0.3%, -2.3%, -0.7, -6.5, 5.8%
NC(=O)NC(Cc1ccccc1)C(=O)NCCCSc1ccccc1 (configuration not stated)
 : 2.3%, -14.9%, 0.8%, 17.3%, 0.2%, 0.3%, 3.7, -2.8, -12.6%
CC(NC(=O)c1ccc([N+](=O)[O-])cc1Cl)C1CC2CCC1C2 (configuration not stated)
 : -1.6%, -1.3%, 1.4%, 1.6%, -4.3%, 2.0%, 2.3, -3.0, 1.7%
Cc1ccc(CNC(=O)Cn2cc(C(F)(F)F)ccc2=O)cc1
 : 0.2%, -11.8%, -10.1%, 2.3%, 0.6%, 0.0%, 4.6, -8.3, -0.3%
Cc1cccc(C)c1N1CCN(S(=O)(=O)c2ccc(F)cc2)CC1
 : 2.1%, -17.4%, 6.2%[57.1 µM], -3.3%, -2.8%, -2.9%, 6.7, -2.3, 4.2%
CCC(=NN=C(CC)c1ccccc1O)c1ccccc1O
 : ., -0.7%, 7.9%[57.1 µM], -0.3%, -1.2%, 2.1%, 8.4, 2.4, 6.5%
CCC(CO)Oc1cc(NCc2ccccc2C)c2ncn(C(C)C)c2c1 (configuration not stated)
 : ., -25.0%, -0.5%, 2.4%, -2.2%, -0.8%, -4.1, 18.7, 2.4%
CCOc1cc(C(=O)OCC(=O)NCc2ccco2)cc(OCC)c1OCC
 : 2.8%, -10.3%, 1.3%, ., -1.7%, -4.7%, -12.3, -0.9, -1.8%
O=C(Nc1nccs1)C1CCN(S(=O)(=O)c2cccs2)CC1
 : 1.2%, -13.3%, 6.0%[57.1 µM], 4.9%, 5.3%, -4.7%, -0.5, -4.0, 0.2%
O=C(CN1CCCCCC1)OCCN=C1NS(=O)(=O)c2ccccc21
 : 1.5%, -18.4%, 6.2%, -6.9%, 2.7%, -2.0%, 6.9, 0.3, 8.2%
CC12CCCCC1C(C(N)=O)C(=O)O2 (configuration not stated)
 : ., 3.6%, 7.6%[57.1 µM], 9.1%, -1.0%, -0.9%, 2.6, -4.1, -4.2%
Cc1ccc([N+](=O)[O-])c(OCCCN2CCCCCC2)c1
 : -0.6%, -20.7%, -1.2%, 7.1%, -0.7%, 1.6%, -2.6, -5.6, 9.8%
OC1CCCN(CC(O)c2ccccc2)C1 (configuration not stated)
 : -2.2%, -15.8%, 3.2%, -7.9%, 6.7%, -3.5%, 1.1, -4.1, 10.7%
S=c1[nH]nc(COc2ccccc2)n1/N=C/c1ccc(Br)s1
 : 5.0%, -5.7%, -4.5%, 0.7%, 3.1%, -0.9%, 6.1, -6.7, -2.6%
CCOC(=O)c1sc2nc(C)c([N+](=O)[O-])c(COC)c2c1N
 : 0.5%, -0.9%, 5.1%, 0.2%, -1.6%, -2.9%, -8.3, 0.0, 12.5%
O=C(Nc1ccccc1)c1cc(C2CCCN(C(=O)c3ccc4c(c3)CCO4)C2)on1 (configuration not stated)
 : ., ., ., ., 2.2%, 0.3%, -3.9, -11.7, .
CCn1c(CCNC(=O)c2ccc(C)cc2)n[nH]c1=S
 : 3.8%, -14.2%, -0.8%, 4.1%, -1.2%, -1.1%, 0.7, -4.7, 1.8%
CCOC(=O)C1CCN(C(=O)COC(=O)c2ccccc2C(=O)c2ccc(Cl)cc2)CC1
 : -0.4%, -19.3%, -10.1%, 2.5%, 0.9%, -3.5%, 5.8, -3.3, 9.6%
CSc1nc(S(C)(=O)=O)nc2[nH]c(=O)[nH]c12
 : ., -17.2%, 6.3%[57.1 µM], -11.1%, 0.2%, -3.0%, -1.1, -7.1, 5.1%
Cn1nc(C(=O)Nc2cccc(S(N)(=O)=O)c2)c2ccccc2c1=O
 : 5.7%, -1.8%, 2.0%, 2.9%, -0.7%, -4.4%, -2.3, -6.6, 3.2%
COc1cccc(/C=C2/SC(=S)N(CCCC(=O)Nc3ccc(O)cc3)C2=O)c1
 : 5.1%, -20.9%, -2.4%, 6.8%, -26.4%, -15.4%, 8.1, -0.1, -10.3%
CCN(CC)CC(C(=O)N(CC)CC)P(=O)(c1ccccc1)c1ccccc1 (configuration not stated)
 : -1.1%, -15.8%, 1.2%, 6.2%, -3.7%, -7.5%, -3.3, -3.3, 11.0%
CC(NC(=O)CN(c1ccc(Br)cc1)S(C)(=O)=O)c1ccccc1 (configuration not stated)
 : 0.3%, 0.5%, -4.1%, 13.8%, 0.9%, 4.7%, -4.2, -6.3, -9.7%
COC(=O)c1sccc1NC(=O)CSc1ccccc1NS(=O)(=O)c1ccc(Br)cc1
 : 0.0%, -13.0%, 2.7%, 6.9%, 0.6%, -1.7%, -2.5, -3.7, 10.6%
CCOC(=O)c1cc2c(=O)n3ccccc3nc2n(Cc2ccco2)c1=NC(=O)c1cc(C)cc(C)c1
 : ?, -8.3%, 33.2%, ?, -7.9%, -0.2%, -3.6, -1.2, ?
Cc1c(C(=O)NCc2cccs2)oc2ccc(S(=O)(=O)N3CCOCC3)cc12
 : 0.1%, -19.3%, 7.3%, -6.0%, -0.1%, -2.2%, -0.5, -1.4, 2.7%
CCOc1ccc(CCNC(=O)COC(=O)CSc2ccc(C)cc2)cc1OCC
 : 0.0%, -27.7%, 0.8%, -0.4%, 1.4%, -2.5%, 0.9, -5.3, 3.6%
CC(C)(C)c1cc(-c2csc(Nc3ccccc3)[n+]2Cc2ccc(C(=O)O)cc2)cc(C(C)(C)C)c1O
 : 2.1%, ?, -5.8%, 9.8%, -3.0%, ?, -3.0, 0.3, 36.9µM*
